Source: PubChem BioAssay
Eya2 inh: blocks the phosphatase activity of human Eya2; O00167; recombinant Eya2, OMFP fluorescence dephosphorylation (OMFP is methylfluorescein phosphate); Potency, µM (top dose mostly 76.9 µM), inactives show at the top dose activity, negative = inhibition, actives largely listed as inhibitors; actives 0.006% (n = 330,000); AID 488837; note: potency is the fitted concentration of half-maximal effect; % is set by controls: 0 for no effect and ±100 for the full control effect
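Eya2 protein (added as 0.2 uM solution) was preincubated with compound for 10 min at ambient temperature in 50 mM HEPES pH 7.5, 50 mM NaCl, 5 uM MgCl2, 0.05% BSA, 1 mM DTT. OMFP (added at 50 uM) then reacted 10 min; fluorescence read at 485/525 nm.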
Mito fusion yeast: blocks mitochondrial division or promotes mitochondrial fusion. S. cerevisiae fusion-defective mutant growth rescue, CellTiterGlo 48 h. Potency, µM (series often up to 46.1 µM), for inactives: at the highest dose growth rescue (activation), actives largely listed as activators. actives 0.23% (n = 320,000). AID 485298;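 note: potency is the fitted concentration of half-maximal effect; % of control where 0% means no effect; nearly all actives have a fitted effect of over 45% in size; temperature-sensitive fusion mutants such as fzo1-1 at 37 °C on non-fermentable ethanol glycerol medium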
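Luminescent cell viability in 1536-well qHTS format served as the measure of rescued growth in ts fusion-mutant S. cerevisiae cultured on non-fermentable YPEG for 48 hours at 37C.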
A-T KAP1 phos: potential ataxia-telangiectasia treatments restoring KAP-1 phosphorylation | […] A-T fibroblasts, KAP-1 phosphorylation AlphaLISA; neocarzinostatin DNA damage 30 min before lysis | Potency, µM (highest dose often 57.5 µM), for inactives: top-dose activation, most hits filed as activators | actives 0.19% (n = 320,000) | AID 485349; note: potency is the fitted concentration of half-maximal effect; % of control where 0% means no effect; nearly all actives have a fitted effect of over 45% in size
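hTERT-immortalized A-T patient fibroblasts ([…]), 500 cells/well in OPTI-MEM, 1% FBS, got compounds for 60 min, then NCS for 30 min at 37C. Lysates were then assayed for phospho-KAP-1 by AlphaLISA (anti-pKAP1 donor, anti-KAP1 acceptor beads), 6 hr at 25C.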
KCNH2 WT inh: KCNH2 (human, wildtype) channel inhibition | Q12809 | U2OS, BacMam KCNH2, thallium flux FluxOr; stronger effect = lower value | activity change, % at 1.84 µM | actives 0.37% (n = 340,000) | AID 720551;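 active = maximum activity change below -70%; inconclusive = maximum activity change between -70% and -50%; inactive = maximum activity change above -50%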; note: % is set by controls: 0 for no effect and ±100 for the full control effect
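U2OS cells were transduced with wild-type KCNH2 virus (2.03 x 10^8 / mL) for 4 h at room temperature, then cultured overnight at 37 C. Thallium flux was read with FluxOr dye. Rate constants were normalized to DMSO controls.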
TCR activator: activates T cell receptor signaling. primary human leukocytes, anti-CD3, IL-2 HTRF, 48 h. 330,000 tested, under 10 active. Potency, µM (highest dose often 9.22 µM), for the others: at the top dose activation of IL-2 secretion, hits mostly activators. AID 504894; note: % of control where 0% means no effect
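Primary human leukocytes incubated 48 hr with anti-CD3 beads plus compound, without co-stimulation. Secreted IL-2 measured by HTRF (europium cryptate/d2 anti-IL-2 pair, 320 nm excitation, 665 nm emission).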
TSHR antagonist: antagonists of human thyroid stimulating hormone receptor. P16473. TSHR-expressing cells, TSH-stimulated cAMP HTRF, 2 h; stronger effect = lower value. activity change, negative = inhibition, % at 11.5 µM. actives 0.2% (n = 330,000). AID 504810;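 active = activity change below a set negative limit, meaning inhibition stronger than a set level, cut at about -70% in these data; inconclusive = activity change between two set negative limits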; note: % is set by controls: 0 for no effect and ±100 for the full control effect
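TSHR-expressing cells were treated with compounds, then stimulated with TSH at EC80 (4nM final) for 2 hours at 37 deg C. Cellular cAMP was measured by HTRF competition between lysate cAMP and cAMP-d2 for a cryptate-labelled anti-cAMP antibody.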
ELG1 DNA repair: ELG1-dependent DNA repair inhibition | HEK293T ELG1-luciferase reporter, luminescence, 16 h; DNA damage induced by 5-fluorouridine | actives 2.3% (n = 330,000) | Potency, µM (doses to about 46.1 µM), without a hit: at the highest dose activity change, negative = inhibition, usual class: inhibitors; note: potency is the fitted concentration of half-maximal effect; % is set by controls: 0 for no effect and ±100 for the full control effect; nearly all actives have a fitted effect of over 55% in size
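DMSO vehicle served as the neutral condition. Each well held 2,000 cells given 5-fluorouridine plus compound; after 16 hr at 37 °C/5% CO2, ONE-Glo was added and luciferase measured 30 min later.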
KCNH2 3.1 block: blocks the human KCNH2 3.1 channel isoform; activity change, % (tested at about 1.8 µM); U2OS KCNH2 3.1, thallium flux FluxOr; stronger effect = lower value; actives 0.95% (n = 340,000);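 active = maximum activity change below -70%; inconclusive = maximum activity change from -70% to -50%; inactive = maximum activity change above -50%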;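 note: thallium influx rate constant from kinetic fluorescence after stimulation buffer; % is set by controls: 0 for no effect and ±100 for the full control effect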
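Virally transduced U2OS (3.1 isoform, 4 h infection in dark at RT) → overnight 37 C → FluxOr + Red40 in HBSS/HEPES, 45 min → stimulation buffer, 2 min kinetic read → rate constant vs DMSO controls.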
TRPV1 ag: activates the human vanilloid receptor TRPV1. Q8NER1. TRPV1-expressing cells, Fluo-8 calcium influx, agonist mode. activation, % at 8.33 µM. actives 0.19% (n = 320,000). AID 540275; in the data active = activation above about 80%; inconclusive = between about 30% and that limit; note: 0% is about no effect
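TRPV1-expressing cells were cultured overnight at 35.5C and loaded with Fluo-8 calcium dye for 40 to 90 min at room temperature. After a 10 s baseline, compound was added and calcium influx was read kinetically for 3 min (ex 480/em 520 nm).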
USP2a inh: blocks human ubiquitin-specific protease USP2a. USP2 core, Ub-CHOP2 coupled fluorogenic reporter, 485/531. actives 0.01% (n = 330,000). AID 463254. Potency, µM (titrated, usually from 38.3 µM), for the others: at the top dose activity change, negative = inhibition, most hits filed as inhibitors. O75604;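 note: potency is the fitted concentration of half-maximal effect; plate controls were DMSO wells for no effect and full inhibition by NEM control for full effect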
Target sequence (O75604 whole entry, looked up): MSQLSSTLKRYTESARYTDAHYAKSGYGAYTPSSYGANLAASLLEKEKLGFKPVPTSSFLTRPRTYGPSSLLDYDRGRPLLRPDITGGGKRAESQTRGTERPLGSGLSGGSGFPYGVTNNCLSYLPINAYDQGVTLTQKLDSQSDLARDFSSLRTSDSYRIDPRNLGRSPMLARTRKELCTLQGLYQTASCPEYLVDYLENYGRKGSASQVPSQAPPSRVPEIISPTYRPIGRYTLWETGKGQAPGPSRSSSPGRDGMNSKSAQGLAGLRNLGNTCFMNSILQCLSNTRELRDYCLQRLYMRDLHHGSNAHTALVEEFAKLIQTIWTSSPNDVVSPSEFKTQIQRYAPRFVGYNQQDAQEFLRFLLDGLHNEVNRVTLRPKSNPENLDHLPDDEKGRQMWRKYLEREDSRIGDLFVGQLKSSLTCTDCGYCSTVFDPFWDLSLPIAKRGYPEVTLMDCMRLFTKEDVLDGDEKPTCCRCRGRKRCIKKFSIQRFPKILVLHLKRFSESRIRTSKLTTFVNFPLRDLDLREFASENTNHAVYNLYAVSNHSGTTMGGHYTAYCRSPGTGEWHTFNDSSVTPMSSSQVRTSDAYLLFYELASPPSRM
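Deubiquitinase activity read as fluorescence (485/531 nm) after Ub-CHOP2 cleavage activates the enterokinase reporter on its substrate; USP2 core 10nM, Ub-CHOP2 and substrate 25nM each, 30min compound preincubation then 60min RT; data normalized to NEM, curves fitted.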
* = called active by the depositor; ? = inconclusive; / = no result given; [ ] = dose if it differs, or a comment. Unless noted, calls come from the whole dose curve; as a rule, active = well fitted curve in the direction sought with a large enough effect; inconclusive = small, poorly fitted or top-dose-only effect, or another doubt; inactive = no such curve, though single readings can be large; an effect the other way counts as inactive or inconclusive. Not all compounds are listed (hit frequency here may not be typical).

SMILES	Eya2 inh	Mito fusion yeast	A-T KAP1 phos	KCNH2 WT inh	TCR activator	TSHR antagonist	ELG1 DNA repair	KCNH2 3.1 block	TRPV1 ag	USP2a inh
COc1ccc(C(C(=O)NC(C)(C)C)N(C(=O)CCC(=O)Nc2ccccn2)C2CCCCC2)cc1 (centres undefined)	-4%	6%	3%	1	-1%	8	?	19	3	-2%
C=CCn1c(=O)/c(=C/c2ccc(O)cc2)s/c1=C(/C#N)c1nnc2n1CCCCC2	14%	-5%	-1%	5	-1%	-10	?	-16	12	4%
COC(=O)c1ccc(NC(=O)CCc2nnc3ccc(NCc4ccco4)nn23)cc1	1%	-4%	1%	-3	8%	17	12%	10	-3	2%
Cc1noc(C)c1C(=O)NCC1COc2ccccc2O1 (centres undefined)	1%	2%	8%	-4	-4%	9	0%	6	4	2%
Cc1ccc(N(C)S(=O)(=O)c2cccc(C(=O)NC3=NCCS3)c2)cc1	-2%	18%	0%	5	-4%	-9	?	-1	?	5%
COc1ccc(CNCCS(=O)(=O)NN2CCOCC2)cc1	-3%	/	3%[11.5 µM]	-8	1%[46.1 µM]	12	19%	11	/	1%
Cc1ccc(NC(=O)c2ccc(CSc3nnnn3C)cc2)cc1	16%	-1%	6%	7	-9%	8	?	-9	?	3%
O=C(O)c1cccc(N2C(=O)c3cc4cccc(Br)c4cc3C2=O)c1	14%	6%	50%	-1	-4%	-6	2%	-13	6	4%
COc1ccc(N2CCN(C(=O)CCCC3=NS(=O)(=O)c4ccccc4N3)CC2)cc1	-7%	2%	-2%	1	9%	-6	-8%	7	-2	0%
O=C(c1ccc(F)cc1)N1CCC(C(=O)N2CCN(c3ncccn3)CC2)CC1	5%	/	-2%	-33	0%[46.1 µM]	20	0%	2	/	2%
Cc1ccnc(NS(=O)(=O)c2ccc(NS(=O)(=O)c3ccccc3)cc2)n1	3%	-4%	-2%	3	-2%[46.1 µM]	-11	1%	-5	-5	0%
Cc1cccc(N=C2C(=O)Nc3c(Cl)cccc32)c1	-16%	0%	-12%	0	3%	-8	?	-4	2	1%
CC(=O)C1=C(O)CC(c2ccccc2)CC1=NCCc1c(C)[nH]c2ccccc12 (centres undefined)	-1%	18%	-12%	-3	9%	3	?	23	-2	3%
Nc1nonc1-n1nnc(C(=O)N/N=C/c2cccs2)c1CSc1ccccc1	5%	1%	-3%	-3	-4%	-3	6%	-16	?	1%
O=C(O)C1CC=CCC1C(=O)Nc1ccccc1C(=O)N1CCN(c2ccc(Cl)cc2)CC1 (centres undefined)	5%	0%	0%	-6	-1%	-17	-2%	-22	2	7%
COc1ccc(/C=C2/SC(=O)N(CCCCCC(=O)Nc3ccccc3C(=O)O)C2=S)cc1	14%	-3%	-1%	-6	-1%	13	-10%	/	-4	10%
O=C(Nc1cccc(-n2cnnn2)c1)C1CCCN(Cc2cccc(C(F)(F)F)c2)C1 (centres undefined)	-18%	-2%	-4%	22	14%	13	?	/	?	-5%
Cc1ccc(-n2c(SCC(=O)Nc3ccc(Cl)cc3)nc(O)cc2=O)cc1	11%	2%	-9%	0	-2%	-4	?	29	-2	0%
COc1ccc(C(=O)CC(=O)O)c2c1C=CC(C)(C)O2	9%	0%	0%	7	-5%	1	3%	-2	-3	1%
CC1(C)CC(=O)C(C=NCCN2CCNC2=O)=C(O)C1	-2%	0%	5%	4	4%	15	5%	-2	-1	-7%
COC(=O)c1ccc(NC(=O)CSc2nc3cccnc3n2C)cc1	-20%	-7%	/	1	-2%[46.1 µM]	0	?	-8	3	3%
CC(C)CN(C(=O)CSc1ncnc2sccc12)C1CCS(=O)(=O)C1 (centres undefined)	-1%	3%	-10%	-3	-2%	16	6%	2	-2	2%
Cc1nc(-c2ccc(Cl)cc2)sc1C1(C)CC(c2ccc(C#N)cc2)=NO1 (centres undefined)	12%	10%	10%	2	-1%	1	?	-39	-1	0%
CCc1ccc(NC(=O)Cn2nc(C)n3cccc3c2=O)cc1	8%	-2%	4%	12	-5%	25	4%	-4	-1	1%
Cc1cc(C)cc(NC(=O)COc2ccc3c(C)c(Cc4ccccc4)c(=O)oc3c2)c1	-15%	-2%	4%	/	-3%[46.1 µM]	-28	-9%	/	-3	0%

The final two entries of the section before open the next one:
SMILES	Eya2 inh	Mito fusion yeast	A-T KAP1 phos	KCNH2 WT inh	TCR activator	TSHR antagonist	ELG1 DNA repair	KCNH2 3.1 block	TRPV1 ag	USP2a inh
CCc1ccc(NC(=O)Cn2nc(C)n3cccc3c2=O)cc1	8%	-2%	4%	12	-5%	25	4%	-4	-1	1%
Cc1cc(C)cc(NC(=O)COc2ccc3c(C)c(Cc4ccccc4)c(=O)oc3c2)c1	-15%	-2%	4%	/	-3%[46.1 µM]	-28	-9%	/	-3	0%
COc1ccc(NS(=O)(=O)c2cccc(C(=O)NNC(=O)c3ccc(NC(C)=O)cc3)c2)cc1	-37%	-6%	1%	-2	5%	3	28%	11	-2	-1%
COc1ccc(NC(=O)CSc2nnc(Cc3ccc(C)cc3)c(=O)n2N)cc1	-1%	-3%	-6%	2	5%	-12	2%	-42	-5	1%
Cc1ccc(C(=O)O)cc1-c1ccc(C=C2C(=O)c3ccccc3C2=O)o1	3%	7%	-3%	4	-5%	12	-5%	18	-5	1%
C=CCCN([C@H](CO)Cc1ccccc1)S(=O)(=O)c1ccccc1Br	-3%	/	-2%[11.5 µM]	11	-4%[46.1 µM]	-7	?	-4	/	1%
Cc1ccc(CNC(=O)CCC(=O)n2ncc3cc(C)ccc32)cc1	9%	-3%	-4%	-7	-2%	-3	7%	-6	5	1%
CCOc1ccc(NC(=O)CSc2nccn(-c3ccc4c(c3)OCCO4)c2=O)cc1	-13%	2%	-8%	5	5%	-9	-15%	5	1	1%
O=[N+]([O-])c1ccc(C[n+]2ccccc2)cc1	-6%	4%	26%	-14	9%	20	8%	44	5	2%
CCCOc1ccc(-c2cnc(N)s2)cc1	-4%	2%	-4%	-13	/	-6	?	1	-3	1%
CCOc1ccc(S(=O)(=O)NCC2CCCO2)c2cccnc12 (centres undefined)	4%	0%	7%	-2	4%	-1	?	-5	-4	-2%
Cc1onc(-c2ccccc2)c1CNC(=O)Nc1ccc(C(F)(F)F)cc1	-12%	8%	3%	-15	-1%	-13	?	-26	-3	-4%
COc1ccc(N2CCN(C(=O)CCn3nnc4ccccc43)CC2)cc1	2%	5%	0%	-1	-9%	23	2%	5	-1	0%
Cc1cc(C)c(NC(=O)COC(=O)C2CCC(=O)N2)c(C)c1 (centres undefined)	14%	-10%	2%	3	19%	1	-4%	14	2	1%
COc1cccc(-c2nc(CS(=O)CC(=O)NCc3ccccc3)c(C)o2)c1 (centres undefined)	16%	3%	13%	3	11%	-1	6%	1	0	-3%
COc1ccc(NCC(O)Cn2c(C)c(C)c3ccccc32)cc1 (centres undefined)	0%	-5%	6%	-18	-8%	7	?	-12	4	3%
COc1ccc(C(=O)C(C)OC(=O)CN2C(=O)c3ccccc3C2=O)cc1 (centres undefined)	4%	/	10%	0	-5%	-5	5%	12	/	2%
O=C(Nn1c(-c2ccncc2)nc2ccccc2c1=O)c1ccc(Br)cc1	-16%	-5%	-1%	1	-2%	13	4%	6	12	1%
C=CC[C@@H](Cc1ccc(F)cc1)C(=O)OC[C@@H]1CCCN1C(=O)[C@H](CC=C)CC(=O)N[C@H](CO)Cc1ccccc1	-5%	/	-3%	/	0%	1	?	/	/	1%
CC(C)CCNC(=O)CCn1nc(-c2ccccc2)ccc1=O	-10%	4%	-3%	0	-5%	-3	2%	-6	-1	0%
N#CCCn1cc(C(=O)O)c(-c2cccs2)n1	-5%	-3%	-1%	-1	-7%	6	9%	0	2	2%
O=C(NC1(C(F)(F)F)NC(=O)N(Cc2ccco2)C1=O)c1cccs1 (centres undefined)	9%	4%	2%	-5	-1%	3	-9%	-26	-2	-1%
CCCC(=O)N(CCN1CCOCC1)c1nc2ccc(OCC)cc2s1	3%	2%	9%	1	-6%	-14	-3%	-11	-4	0%
O=C(O)C1CCCCC1C(=O)Nc1ccc2c(c1)CCC2 (centres undefined)	1%	-5%	-1%	-3	-1%	-7	5%	11	2	2%
O=C(c1cc2cc(Cl)ccc2[nH]1)N1CCN(c2ccccc2F)CC1	-4%	1%	6%	0	-1%	4	0%	0	10	-1%
C/C(=C\C(=O)c1ccc(Cl)cc1Cl)N(C)C	11%	0%	-5%	6	1%	7	11%	0	-1	-1%
CCN(CC(=O)NCCc1ccc(S(N)(=O)=O)cc1)Cc1nc2ccccc2c(=O)[nH]1	6%	-4%	-1%	-8	-3%	-15	3%	11	4	3%
O=C(COC(=O)c1cncc(Br)c1)NC1CCCC1	9%	10%	-1%	-6	-13%	-11	9%	-14	2	6%
